# Source: PubChem
# PI5P4K alpha inh: inhibitors of human PI5P4K alpha; max response, %; P48426; AID 652105; hit rate 1.2% among 330,000; PI5P4Kalpha enzyme, ADP-Glo luminescence, 60 min; hits give low values; active means max response of -50% or lower; inconclusive means between -30% and -50%; inactive means -30% or higher; further: value at the top dose of about 77 µM; on the % scale 0 is the no-effect control and ±100 the full control effect
# Target sequence (P48426 whole entry, looked up): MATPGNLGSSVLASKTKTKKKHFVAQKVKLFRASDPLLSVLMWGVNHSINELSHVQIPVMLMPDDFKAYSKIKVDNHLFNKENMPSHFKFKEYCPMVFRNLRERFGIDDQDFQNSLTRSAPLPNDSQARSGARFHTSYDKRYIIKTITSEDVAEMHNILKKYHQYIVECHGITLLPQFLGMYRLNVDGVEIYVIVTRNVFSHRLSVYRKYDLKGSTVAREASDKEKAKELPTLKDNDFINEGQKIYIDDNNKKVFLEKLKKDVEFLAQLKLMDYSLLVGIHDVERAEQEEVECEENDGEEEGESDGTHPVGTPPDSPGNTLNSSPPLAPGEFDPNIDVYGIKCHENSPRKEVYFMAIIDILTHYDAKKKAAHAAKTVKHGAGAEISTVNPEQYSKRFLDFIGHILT
#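 qHTS, 1536-well: enzyme/substrate mix, compound by pin tool, 5 microM ATP final; RT 60 min; ADP-Glo reagents 1 (45 min) then 2 (30 min); luminescence.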
# WRN helicase inh: inhibitors of human WRN helicase | WRN helicase unwinding, fluorescent forked duplex, kinetic | Potency, µM (top dose mostly 114 µM), inactives show at the top dose activity change, negative = inhibition, actives largely listed as inhibitors | hit rate 0.46% among 360,000; further: potency means the concentration at half of the fitted maximal effect; on the % scale 0 is the no-effect control and ±100 the full control effect; nearly all actives have a fitted effect of over 55% in size
#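 WRN at 20 nM final preincubated with compound 15 min at room temperature; reaction started with 100 nM fluorophore/quencher forked duplex oligonucleotide and 2 mM ATP final. Unwinding followed kinetically by red fluorescence (ex 525, em 598 nm).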
# EPAC1 antag: blocks human EPAC1 exchange factor | O95398 | EPAC1 GEF assay, Rap1b-BODIPY-GDP exchange fluorescence | Potency, µM (top dose mostly 115 µM), inactives show top-dose activity change, negative = inhibition, most hits filed as inhibitors | hit rate 0.14% among 360,000 | AID 720709;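 further: potency means the concentration at half of the fitted maximal effect; plate controls were vehicle for no effect and positive control for full effect; nearly all actives have a fitted effect of over 50% in size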
# IL2 activator: activates IL-2 in a cell-based reporter assay; IL-2 activation reporter assay, cell-based qHTS; stimulated with anti-CD3/CD4/CD28 beads; in transgenic mouse T cells; activation, % (series mostly up to about 46 µM); hit rate 0.065% among 360,000; in the data active means activation above about 50%; inconclusive means mostly about 30% to 49%; further: 0% is about no effect
#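 Unstimulated transgenic mouse T cells, 750 per well, received compound and, after 60 minutes, anti-CD3/anti-CD4 bead plus anti-CD28 stimulation. EGFP and DsRed were quantified after 18 hours.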
# FUS suppressor: suppressors of FUS proteinopathy in yeast; S. cerevisiae FUS-expressing, growth rescue, OD600, 24 h; Potency, µM (highest dose often 76.6 µM), without a hit: at the top dose growth rescue (activation), hits mostly activators; hit rate 0.24% among 390,000; AID 1347120;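 further: potency means the concentration at half of the fitted maximal effect; plate controls were DMSO vehicle for no effect and reference control for full effect; nearly all actives have a fitted effect of over 55% in size; some results filed as inactive show a strong effect at the top dose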
#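 Absorbance at 600 nm, taken 24hr after compound addition, measured rescue of FUS-yeast growth at 30C. Induction used 2% galactose with seeding at OD 0.005. Controls: CP55940 from 92uM final, DMSO only.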
# Abeta rescue: restores growth of yeast expressing A-beta42 peptide; yeast expressing A-beta42, growth rescue, OD600, 48 h; response scale: 0% DMSO, 100% iron-clioquinol control; Potency, µM (top dose mostly 46.1 µM), for the others: at the highest dose growth rescue, most hits filed as activators; hit rate 0.063% among 410,000; AID 1347071; further: potency means the concentration at half of the fitted maximal effect; nearly all actives have a fitted effect of over 55% in size
#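 Yeast growth medium received pinned compounds, then yeast cells expressing toxic A-beta were added; plates incubated at 30 C for 48 hr. Growth read as absorbance at 600 nm, normalized to DMSO and equimolar FeCl3 plus clioquinol controls.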
# PLK1 PBD block: blocks phosphopeptide binding to human PLK1 polo-box domain | P53350 | AID 720504 | Potency, µM, without a hit: max response, negative = inhibition, usual class: inhibitors | Plk1 PBD binding of FITC phosphopeptide, fluorescence polarization | hit rate 2.8% among 360,000; further: potency means the concentration at half of the fitted maximal effect; series mostly up to about 57 µM; on the % scale 0 is the no-effect control and ±100 the full control effect; nearly all actives have a fitted effect of over 65% in size
# Target sequence (P53350 whole entry, looked up, the tested form may be a part): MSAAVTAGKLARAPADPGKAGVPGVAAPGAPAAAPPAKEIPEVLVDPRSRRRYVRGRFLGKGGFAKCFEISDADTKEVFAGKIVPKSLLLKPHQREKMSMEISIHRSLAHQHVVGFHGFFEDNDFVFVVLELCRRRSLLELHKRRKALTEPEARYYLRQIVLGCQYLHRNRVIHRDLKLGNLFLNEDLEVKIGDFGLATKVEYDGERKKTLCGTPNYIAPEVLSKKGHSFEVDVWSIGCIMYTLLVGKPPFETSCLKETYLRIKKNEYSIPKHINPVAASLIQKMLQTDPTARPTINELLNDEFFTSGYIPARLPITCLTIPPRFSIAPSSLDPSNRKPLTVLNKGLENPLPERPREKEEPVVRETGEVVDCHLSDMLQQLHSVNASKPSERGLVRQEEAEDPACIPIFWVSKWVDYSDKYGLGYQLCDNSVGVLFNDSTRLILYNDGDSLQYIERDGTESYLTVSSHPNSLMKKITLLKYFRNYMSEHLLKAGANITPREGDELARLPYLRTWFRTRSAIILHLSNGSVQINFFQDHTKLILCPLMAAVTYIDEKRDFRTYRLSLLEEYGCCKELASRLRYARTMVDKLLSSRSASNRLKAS
# EPAC1 agonist: EPAC1 (human) agonism; Potency, µM (series often up to 154 µM), inactives show top-dose activation, actives largely listed as activators; hit rate 0.073% among 360,000; EPAC1 agonist qHTS, biochemical assay; response scale: 100% = response to 6.5 mM cAMP; further: potency means the concentration at half of the fitted maximal effect; nearly all actives have a fitted effect of over 60% in size
#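 Nucleotide exchange assay: 100 nM EPAC1 with 250 nM Rap1B loaded with BODIPY-GDP and 50 uM GDP, room temperature. Fluorescence (480/540 nm) read every 5 min for 30 min; signal change normalized to 6.5 mM cAMP as full agonist.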
# Active calls of the source: *; ? = inconclusive; / = no result given; & = joins results of further samples; [ ] = another dose, or the depositor's remark. Unless noted, the call rests on the fitted dose curve; in most records, active means well fitted curve in the direction sought with a large enough effect; inconclusive means small, poorly fitted or top-dose-only effect, or another doubt; inactive means no such curve, though single readings can be large; an effect the other way counts as inactive or inconclusive.
# Each structure is followed by: PI5P4K alpha inh	WRN helicase inh	EPAC1 antag	IL2 activator	FUS suppressor	Abeta rescue	PLK1 PBD block	EPAC1 agonist
COC(=O)Nc1nc2c(C)cccc2s1
→ /	-8%	11%	-1.7	0%	-4%	-10%	0%
Cc1cc(-c2ccc(S(=O)(=O)N3CCCCC3)s2)on1
→ -5	0%	-4%	-0.6	-17%	-17%	6%	-2%
O=C(NC1CCCCC1)N1CCN(C(c2ccccc2)c2ccccc2)CC1
→ /	-24%	-9%	0.5	-3%	-10%	-10%	9%
CC(C)(C)c1ccc(C(=O)/C=C2\NC(=O)CS2)cc1
→ 0	-13%	5%	0.2	-4%	-1%	-1%	-4%
O=C(NC1CCN(Cc2ccccc2)CC1)c1ccccc1OCc1ccccc1Cl
→ 2	-3%	-11%	-2.2	-3%	-2%	4%	24%
Cc1c(O)ccc(/C(Cc2ccc3ccccc3n2)=N\O)c1O
→ /	8%	1%	-2.2	24%	10%	0%	14%
Cc1ccccc1C(=O)Nc1nc(=S)ss1
→ ?	?	-14%	2.3	-35%	-12%[9.22 µM]	11µM*	5%
O=C(CCN1C(=O)CSc2ccccc21)Nc1cccc(C(F)(F)F)c1
→ 2	-10%	-20%	-0.1	16%	16%	-6%	2%
Cc1nc(SCC(=O)N2CCN(c3ccccn3)CC2)c(C#N)c(C)c1C
→ 4	-1%	7%	-3.1	/	-2%	?	7%
COc1cc(CNc2nnnn2C)ccc1OCc1c(F)cccc1Cl
→ 1	-5%	2%	-0.1	-23%	-4%	-4%	11%
Cc1nn(C)c(C)c1-c1c(C#N)c(N)nc2c1CCCCCC2
→ -1	2%	0%	-0.8	21%	-3%	-11%	4%
CCN(C(=O)c1c(C)noc1C)c1c(N)n(Cc2ccccc2)c(=O)[nH]c1=O
→ -4	-8%	-3%	-0.5	-9%	-6%	-1%	9%
Cc1ccc(NC(=O)c2ccco2)c(NC(=O)CN2C(=O)c3ccccc3C2=O)c1
→ -5	-22%	9%	-0.1	19%	-9%	-4%	-4%
Cc1ccc(Nc2nc(NCCO)c3ccccc3n2)cc1C
→ -11	-8%	-1%	-0.7	-1%	-16%	-8%	7%
O=C(NCC1OCCCN1S(=O)(=O)c1ccc(F)cc1)C(=O)NC1CCCC1 (stereo unspecified)
→ 2	-30%	-5%	3.3	10%	-15%	-14%	-9%
Nn1c(SCC(=O)Nc2nc3ccccc3s2)nncc1=O
→ 6	-16%	2%	2.0	/	8%	-8%	4%
CCn1c(SCC(=O)Nc2ccc(N(C)C)cc2)nnc1-c1cccc(C)c1
→ -7	-2%	10%	0.0	?	2%	1%	8%
CC(=O)NNc1nc(-c2ccccc2)c2cc(Br)ccc2n1
→ 2	-7%	-25%	-1.3	23%	5%	-18%	8%
COC(CNc1ncnc2c1cnn2C)OC
→ 9	-3%	2%	0.7	7%	4%	7%	-2%
O=C1Nc2ccccc2C(O)(C(=O)NCc2ccco2)N1c1ccc(Cl)c(Cl)c1 (stereo unspecified)
→ -15	-11%	-7%	0.1	28%	6%	-4%	-1%
Cc1n[nH]c(C)c1C(=O)CC1(O)C(=O)N(Cc2ccccc2)c2ccc(Br)cc21 (stereo unspecified)
→ /	2%	-13%	-0.3	37%	9%	-3%	0%
Cc1ccc(C=Cc2ccccn2)cc1
→ -2	3%	11%	0.0	14%	-6%	1%	-3%
CC1(C)Cc2c(cnn2-c2ccccc2)C(NC(=O)CCN2CCCC2=O)C1 (stereo unspecified)
→ -8	-6%	-1%	-0.3	-6%	-20%	2%	-8%
Cc1ccccc1-n1nc(-c2ccc(N)cc2)cc1N
→ -1	5%	-3%	-0.1	?	-12%	-1%	12%
C[C@]12CC[C@@H]3c4ccc(O)cc4CC[C@H]3[C@@H]1CC[C@@H]2O
→ -6	-3%	9%	0.1	-37%	-20%	1%	-32%[inhibitor]
Fc1ccccc1-c1nc(NC2CCCC2)c2ccccc2n1
→ -7	11%	-9%	-0.5	19%	-1%	-7%	17%
CN(C(=O)CSc1ccncc1)C1CCCN(Cc2ccccc2F)C1 (stereo unspecified)
→ 4	4%	12%	-1.7	13%	-2%	-7%	-4%
CN(CCOc1ccc(Cl)cc1)C(=O)Cc1ccc(S(=O)(=O)N2CCOCC2)s1
→ -4	-3%	-18%	-0.6	/	-5%	-4%	2%
COc1ccccc1NC(=O)Oc1ccc(C(C)=O)cc1
→ 8	-5%	5%	0.2	7%	-1%	2%	6%
CC(Sc1nnc(COc2ccc(Cl)cc2)n1Cc1ccccc1)C(=O)O (stereo unspecified)
→ -27	-6%	-9%	-0.9	10%	4%	-15%	-2%

# Results in IL2 activator, WRN helicase inh and PLK1 PBD block, for 2 of the compounds above:
Compound,IL2 activator,WRN helicase inh,PLK1 PBD block
COC(=O)Nc1nc2c(C)cccc2s1,-1.7,-8%,-10%
Cc1cc(-c2ccc(S(=O)(=O)N3CCCCC3)s2)on1,-0.6,0%,6%

# More entries
# Each structure is followed by: PI5P4K alpha inh	WRN helicase inh	EPAC1 antag	IL2 activator	FUS suppressor	Abeta rescue	PLK1 PBD block	EPAC1 agonist
CCOC(=O)C1=C(CC)Nc2ccccc2N=C1NC(=O)Nc1ccccc1OC
→ /	7%	-1%	-0.2	28%	15%	-4%	-3%
COc1ccc(C2=NN(C(=O)COC(=O)c3ccc(S(C)(=O)=O)c([N+](=O)[O-])c3)C(c3ccco3)C2)cc1 (stereo unspecified)
→ -11	-2%	-3%	-1.5	/	6%	-5%	2%
COc1ccc(C)cc1-n1cnc2sc(C)c(C)c2c1=O
→ 3	-5%	-6%	0.0	-16%	6%	-7%	-1%
CCOc1ccc(/C=N/O)cc1
→ 2	4%	-12%	-0.4	-18%	7%	-1%	14%
COc1cccc(CC2(CO)CCN(Cc3ccc4cccc(F)c4n3)CC2)c1
→ 1	-28%	10%	-1.6	23%	-11%	-9%	8%
CCOc1ncccc1C(=O)OCc1cc(=O)oc2c(C)c(C)ccc12
→ 2	-5%	-2%	-0.7	-20%	16%	-4%	3%
Cc1nc(Nc2ccc(F)cc2)[nH]c(=O)c1CCC(C)C
→ 4	-10%	?	-1.5	?	-1%	-7%	7%
COc1cc(/C=N/n2c(-c3n[nH]c4c3CCC4)n[nH]c2=S)cc(OC)c1O
→ ?	-12%	15%	0.6	15%	-2%	-26%	3%
COC(=O)Cc1ccc(NC(=S)NCc2ccc(S(N)(=O)=O)cc2)cc1
→ 4	1%	10%	0.5	24%	6%	?	-3%
CCOc1ccc(C(C)(C)C)cc1S(=O)(=O)N1CC(C)OC(C)C1 (stereo unspecified)
→ 7	-5%	-15%	-2.8	15%	-18%	-18%	-8%
Nc1nc2cc3ccccc3cc2[nH]c1=O
→ 1	-2%	14%	0.3	2%	-14%	8%	-6%
O=C(CCn1ccnc1)Nc1nc2ccccc2[nH]1
→ -4	3%	7%	0.1	2%	20%	-9%	6%
CC1CCCCC1NC(=O)COC(=O)c1ccc(N(C)C)cc1 (stereo unspecified)
→ -2	7%	-6%	-0.2	7%	12%	3%	0%
O=S(=O)(Nc1cccc(-c2nc3cccnc3s2)c1)c1ccc2c(c1)CCCC2
→ 9	-6%	-27%	0.6	-5%	-15%	-16%	-21%
O=C(CN1CCN(Cc2ccccc2)CC1)NC(c1ccccc1)c1ccccc1
→ -7	5%	-9%	-0.3	-7%	-12%	-13%	6%
COc1ccc(N2CCN(c3ncccc3C#N)CC2)cc1
→ 1	1%	-12%	-0.6	18%	3%	-12%	-5%
CCOc1ccc(N(C)S(=O)(=O)c2ccc(-c3ccc(=O)[nH]n3)s2)cc1
→ -6	-9%	?	-2.4	5%	17%	-6%	3%
N#CCCN(C(=O)COC(=O)C1CCN(S(=O)(=O)c2ccc3c(c2)OCCO3)CC1)c1ccccc1
→ 6	3%	-11%	-3.6	18%	8%	-7%	1%
Cn1c(SCc2nnc(-c3ccccc3)o2)nc2ccccc21
→ -11	7%	0%	2.6	7%	-5%	-2%	-12%
Cc1cc2nc3n(c2cc1C)CC1CC(C(=O)NCCc2cccs2)N(C)C31 (stereo unspecified)
→ 8	-3%	-13%	1.5	-23%	3%	-14%	1%
COc1ccccc1CNS(=O)(=O)CCNC(=O)c1ccccc1
→ -4	4%	-16%	-3.7	11%	1%	-12%	4%
C=C(C)C1CCC2(C(=O)O)CCC3(C)C(CCC4C5(C)C(C=O)C(O)C(C)(C)C5CCC43C)C12 (stereo unspecified)
→ -54*	-4%[11.6 µM]	-13%	0.1	1%	-34%[inhibitor]	?	-17%
CC(C)OCCCNC1=C(Cl)C(=O)c2ccccc2C1=O
→ -1	-2%	-20%	-4.3	2%	-35%[inhibitor]	-5%	4%
COc1ccc(N2CCN(S(=O)(=O)c3ccc4c(c3)CC(C)N4C(=O)C3CC3)CC2)cc1 (stereo unspecified)
→ -3	4%	8%	-2.1	-19%	7%	-17%	2%
CCCCOc1ccc(C(=O)NCC(=O)OCCCOC(=O)CNC(=O)c2ccc(OCCCC)cc2)cc1
→ 1	9%	-5%	0.0	-1%	3%	0%	-7%
O=C(c1ccc(COc2ccccc2Cl)o1)N1CCN(Cc2ccc3c(c2)OCO3)CC1
→ 1&11	-10%&-11%	-1%&-14%	0.0&0.3	10%&14%	10%&7%	2%&-5%	29%&13%
S=C(NCc1ccccc1)Nc1ccncc1
→ 1	-6%	-7%	-0.2	9%	1%	-1%	15%
Cc1ccsc1/C=N/NC(=O)CN1CCN(Cc2ccccc2)CC1
→ -7	7%	23%	-0.7	11%	8%	3%	4%
CC(C)c1cccc(-c2ccc3c(c2)S(=O)(=O)c2cccc(C(=O)NCc4ccccc4Cl)c2C3=O)c1
→ 1	8%	-27%	-0.8	0%	2%	-16%	-11%
CC(C)N1CC(COc2ccc(Cl)cc2Cl)OC1=O (stereo unspecified)
→ 2	6%	1%	-1.8	-12%	20%	-1%	-5%
COc1ccc(CCNC(=O)COc2cc(O)c3c(c2)OC(C)(C)CC3=O)cc1OC
→ -8	0%	2%	0.0	?	-4%	2%	-15%
CCN1CCN(C(=O)Cn2ncc3ccsc3c2=O)CC1
→ 3	6%	-11%	-1.0	-25%	-3%	-8%	3%
COCCCN1C(=O)C(=O)/C(=C(/O)c2ccc(S(=O)(=O)N3CCOCC3)cc2)C1c1ccc(OC)cc1 (stereo unspecified)
→ 0	-2%	-10%	-2.4	5%	-1%	-13%	-7%
Cc1cccc(N2C(=O)C(O)=C(C(=O)c3cccs3)C2c2ccc(F)cc2)n1 (stereo unspecified)
→ -3	2%	-6%	-0.9	33%	-20%	-10%	10%
COc1ccc(/C=C/C(=O)NCCCN2CCCCCC2)cc1
→ 1	-7%	18%	1.7	0%	3%	-5%	-3%
